# Screening data deposited in PubChem by National Center for Advancing Translational Sciences (NCATS).
# HT1080-NT tox – kills 2HG-producing HT-1080-NT fibrosarcoma cells; HT-1080-NT fibrosarcoma viability, CellTiter-Glo ATP luminescence, 48 h; Potency, µM (doses to about 46.1 µM), without a hit: top-dose activity, negative = less viability, hits mostly cytotoxic; 360,000 compounds, 1.6% hits; AID 686970;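 note: NT is the 2HG producing partner of a matched IDH1 knockdown line; potency is the fitted concentration of half-maximal effect; 0% = DMSO-treated cells and -100% = media-only wells without cells; nearly all actives have a fitted effect of over 55% in size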
#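 HT-1080-NT; 750 cells/well; 5% FBS RPMI; 48 h compound, 37 degrees C; CellTiter-Glo luminescence; curve fitting and curve-class assignment.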
# IL-1B inflam inh – inflammasome signaling inhibition, IL-1 beta readout; THP-1 LPS/ATP IL-1B secretion, AlphaLISA, 16 h; stronger effect = lower value; activity change, % at 57.5 µM; 360,000 compounds, 4.7% hits; AID 743279; in the data active = activity change below about -50%; inconclusive = mostly about -30% to -49%; note: % is set by controls: 0 for no effect and ±100 for the full control effect
#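 THP-1 cells pretreated 1 hr with compounds (up to 57.5 uM final), then stimulated with LPS (250 ng/mL final) plus ATP (1.25 mM final); secreted IL-1B measured by AlphaLISA after 16 hr, decreased signal indicating inhibition.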
# HT1080 IDH1KD tx – kills HT-1080 cells with IDH1 knockdown; HT-1080 IDH1 knockdown viability, ATP luminescence, 48 h; Potency, µM (titrated, usually from 46.1 µM), without a hit: top-dose activity, negative = toxicity, hits mostly cytotoxic; 360,000 compounds, 2% hits;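 note: potency is the fitted concentration of half-maximal effect; 0% = DMSO wells and -100% = cell-free medium wells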
#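 CellTiter-Glo luminescence after 48 h compound exposure at 37 degrees C of IDH1-knockdown HT-1080 cells in 5% FBS RPMI. %Activity scaled between DMSO wells and cell-free media wells, with curves fitted and assigned curve classes.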
# ATXN viability – viability counter-screen for ATXN expression inhibitors | Potency, µM (top dose mostly 56.7 µM), usual class: cytotoxic | S2 cells (HEK-293 line with an ATXN2-luciferase reporter) viability, CellTiter-Fluor protease fluorescence, 24 h | 400,000 compounds, 0.49% hits; note: potency is the fitted concentration of half-maximal effect; nearly all actives have a fitted effect of over 40% in size
# KB-V1 cytotox – kills drug-selected multidrug resistant KB-V1 cells; AID 1347076; KB-V1 MDR cells viability, CellTiter-Glo, 72 h; 400,000 compounds, 3.4% hits; Potency, µM (top dose mostly 46.1 µM), inactives show at the highest dose activity change, negative = cytotoxicity, most hits filed as cytotoxic; note: potency is the fitted concentration of half-maximal effect; % is set by controls: 0 for no effect and ±100 for the full control effect; nearly all actives have a fitted effect of over 60% in size
#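 Compound-treated KB-V1 multidrug-resistant cells, 72 h, 37 degrees C; viability by CellTiter-Glo. Fitted qHTS curves give the values.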
# ATXN2 expr inh – inhibitors of ATXN2 expression. AID 1745845. Potency, µM (titrated, usually from 57 µM), without a hit: at the highest dose activity change, negative = inhibition, most hits filed as inhibitors. HEK-293 ATXN2-luciferase reporter, luminescence, 24 h. 360,000 compounds, 0.72% hits; note: potency is the fitted concentration of half-maximal effect; % is set by controls: 0 for no effect and ±100 for the full control effect; nearly all actives have a fitted effect of over 55% in size
#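 ATXN2-luciferase reporter cells (luciferase flanked by upstream and downstream ATXN2 gene portions) were treated 24 h at 37 °C with compounds at up to 57 uM. SteadyGlo luminescence gave expression; GF-AFC fluorescence gave viability.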
# KB-3-1 tox – kills parental KB-3-1 adenocarcinoma cells; 400,000 compounds, 1.4% hits; AID 1347075; Potency, µM (doses to about 46.1 µM), for the others: at the top dose activity change, negative = cytotoxic, usual class: cytotoxic; KB-3-1 viability, CellTiter-Glo ATP luminescence, 72 h; note: potency is the fitted concentration of half-maximal effect; % is set by controls: 0 for no effect and ±100 for the full control effect; nearly all actives have a fitted effect of over 60% in size
#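 Here the drug-naive KB-3-1 line serves as comparator for MDR sub-line selectivity; cells received compound titrations, 72 h at 37 °C, then CellTiter-Glo readout.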
# MCF10A rereplic – inducers of DNA re-replication in MCF 10A breast cells; MCF 10A DNA re-replication, Hoechst nuclear intensity, 48 h; Potency, µM (doses to about 46.1 µM), without a hit: top-dose activity, positive = re-replication, most hits filed as activators; 350,000 compounds, 2.9% hits; note: potency is the fitted concentration of half-maximal effect; % of control where 0% means no effect; nearly all actives have a fitted effect of over 50% in size
# SW480 rerep – inducers of DNA re-replication in SW480 colon cancer cells. SW480 DNA re-replication, Hoechst DNA content imaging, 48 h. AID 624297. Potency, µM (highest dose often 46.1 µM), for inactives: at the top dose re-replication activation, hits mostly activators. 340,000 compounds, 1.8% hits; note: potency is the fitted concentration of half-maximal effect; % of control where 0% means no effect; nearly all actives have a fitted effect of over 55% in size
#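 DNA re-replication was detected as more nuclei of elevated Hoechst intensity after 48 hr exposure to compound (23 nL pinned per well of 250 cells).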
# * = called active by the depositor; i = inactive; u = inconclusive; x = no result given; & = joins results of further samples; [ ] = remark or other dose. Unless noted, calls come from the whole dose curve; as a rule, active = well fitted curve in the direction sought with a large enough effect; inconclusive = small, poorly fitted or top-dose-only effect, or another doubt; inactive = no such curve, though single readings can be large; an effect the other way counts as inactive or inconclusive.
Molecule | HT1080-NT tox | IL-1B inflam inh | HT1080 IDH1KD tx | ATXN viability | KB-V1 cytotox | ATXN2 expr inh | KB-3-1 tox | MCF10A rereplic | SW480 rerep
CN1CCCN=C1/C=C/c1cccs1 | 1.4% | 0.0 | -0.8% | i | 27.0% | -3.5%&2.7% | -6.9% | -3.2% | 1.6%
N#C/C(=C(/O)Cc1cccc2ccccc12)c1nc2ccccc2s1 | 4.2% | 8.9 | -14.7% | u | -3.9% | -17.2% | u | 19.6% | -4.9%
O=c1c2ccccc2c(/C=N/c2nnc(Cc3ccccc3)s2)c(O)n1-c1ccc(Cl)cn1 | 8.0% | 19.4 | 12.1% | i | 7.3% | -9.4% | -1.6% | 9.1% | 18.7%
Cc1cc(C(=O)OCC(=O)NC(C)C)c(C)o1 | 13.0% | -4.3 | 6.1% | i | 27.1% | 3.8% | 1.9% | 2.5% | -0.4%
O=C1c2cccc(-c3ccc(C(F)(F)F)cc3)c2C2CC=CCN12 (stereo not given) | u | 44.3 | u | u | -3.5% | 0.0% | -0.1% | x | x
Cc1ccc2oc(C(=O)NCc3ccccc3)cc(=O)c2c1 | u | 25.8 | -9.9% | i | -6.6% | -0.9% | 9.7% | 1.5% | 12.9%
COc1cc2oc(=O)cc(CN(Cc3ccccc3)Cc3ccccc3)c2cc1Cl | 1.6% | 28.3 | -1.2% | i | -9.6% | -4.8% | -1.7% | x | x
O=C(OCC(=O)N1CCc2ccccc21)c1c2c(nc3ccccc13)CCCC2 | -15.4% | -19.9 | u | u | 9.2µM* | -5.9% | u | u | 10.3%
COc1ccc(OC)c(Nc2ncnc3c2cnn3-c2cccc(Cl)c2)c1 | x | x | x | u | u | -16.3% | u | x | x
CCOC(=O)Cc1csc(NC(=O)C(CC(C)C)NC(=O)C2CCCCC2)n1 (stereo not given) | 2.2% | -10.7 | -6.0% | i | 7.6% | 1.2% | u | -1.6% | u
CCC(=O)N(CCC(c1ccco1)c1ccccc1OC)Cc1cccs1 (stereo not given) | -1.2% | u | -22.6% | x | u | x | -8.8% | u | -1.8%
CC(=O)NN1C(=O)/C(=C/c2ccc(C(C)C)cc2)SC1=S | u | 10.4 | -24.0% | i | -8.3% | 0.3% | 0.0% | u | x
O=C(O)c1ccccc1CSc1nc2ccccc2n1Cc1ccccc1C(=O)O | 5.9% | 7.7 | 6.4% | i | -4.3% | 4.7% | -4.1% | 0.3% | -13.5%
COC1CCN(C(=O)CC2C(=O)NCCN2CC(C)(C)C)CC1 (stereo not given) | u | -3.8 | 14.4% | i | 0.1% | -0.5% | -3.5% | -7.6% | -13.6%
COc1ccc(CCNC(=O)c2cc(S(=O)(=O)N3CCC4(CC3)OCCO4)ccc2F)cc1OC | -1.0% | -6.7 | -10.1% | i | 0.0% | -12.0% | 0.0% | -0.6% | -12.0%
CC1=C(C)/C(=N\OS(=O)(=O)c2ccc(C)cc2)C=CC1=O | 13µM* | -102.8* | 6.51µM* | 8.91µM* | u | u | u | u | 5.17µM*
O=C(Oc1nsnc1N1CCCCC1)N1CCOCC1 | 1.5% | -11.2 | 1.3% | i | u | -13.6% | -8.4% | -14.7% | 1.5%
COCC(C)n1c(SCC(=O)Nc2c(C)n(C)n(-c3ccccc3)c2=O)nc2ccccc2c1=O (stereo not given) | -1.7%[9.24 µM] | -0.8 | 0.5% | i | -6.2% | -2.3% | -0.9% | u | -21.6%
O=C(NCCn1cc(SCc2ccc(Br)cc2)c2ccccc21)c1cccs1 | x | x | x | u | u | u | u | x | x
CCOc1ccc(-n2cc(C(=O)Nc3cccc(OC)c3)c3cc(OC)c(OC)cc3c2=O)cc1 | 6.3% | 10.5 | 3.2% | i | -18.3% | -0.6% | u | 6.5% | 2.5%
CCc1nc2c(OCC(=O)C(C)(C)C)cccn2c1N(C)C(=O)C1CC1 | 2.9% | 1.8 | 18.2% | i | -1.1% | 1.7% | 0.0% | x | x
O=C(c1cc(-c2ccc(Cl)cc2Cl)on1)N1CCCCCC1 | 3.0% | -11.3 | -4.2% | i | -0.7% | -19.1% | 1.8% | 10.1% | u
Fc1ccc(CNc2ncnc3c2cnn3-c2ccccc2)cc1 | u | -8.6 | -28.7% | i | 12.9% | 2.4% | -4.9% | 4.0% | -2.6%
Cc1ccc(NC(=O)Cc2nnc(SCC(=O)Nc3ccc(N4CCOCC4)cc3)n2C)cc1 | 6.9% | 96.8 | -5.1% | i | 1.9% | 9.0% | 11.0% | 1.3% | u
C=CCn1c(-c2cccc(S(=O)(=O)N3CCOCC3)c2)n[nH]c1=S | 12.5% | 16.3 | 9.8% | i | 9.6% | 5.9% | -1.2% | 9.7% | -114.6%[inhibitor]
O=S(=O)(c1ccccc1)c1cnn(-c2ccccc2)c1-c1ccc(Cl)cc1 | -1.5% | -3.9 | -23.0% | i | 14.6µM* | -11.9% | u | 6.7% | 11.1%
CCn1nc(C)cc1C(=O)NC1CC(C)(C)Cc2c1cnn2-c1cccc(F)c1 (stereo not given) | -1.3% | i | -10.1% | i | u | -3.8% | -13.6% | 11.2% | -0.8%
COc1ccc2cc3cc(C(=O)NCC4COc5ccccc5O4)oc3nc2c1 (stereo not given) | u | -10.3 | u | i | 0.0% | -8.0% | -3.8% | 22.9% | -6.4%
O=C(/C=C/c1ccccc1)NC(=S)Nc1ccccc1C(=O)NC1CCCCC1 | -1.5% | -8.9 | -11.2% | i | u | u | -2.6% | 13.8% | 13.5%
Cc1oc(C(C)(C)C)cc1C(=O)NC(Cc1ccccc1)C(=O)O (stereo not given) | 6.4% | -9.2 | 19.6% | i | -1.6% | -7.1% | -0.1% | -1.1% | -1.2%

# Reformatted: entries from further up
# The line under a structure holds: HT1080-NT tox | IL-1B inflam inh | HT1080 IDH1KD tx | ATXN viability | KB-V1 cytotox | ATXN2 expr inh | KB-3-1 tox | MCF10A rereplic | SW480 rerep
- O=C(c1cc(-c2ccc(Cl)cc2Cl)on1)N1CCCCCC1
    3.0% | -11.3 | -4.2% | i | -0.7% | -19.1% | 1.8% | 10.1% | u
- Fc1ccc(CNc2ncnc3c2cnn3-c2ccccc2)cc1
    u | -8.6 | -28.7% | i | 12.9% | 2.4% | -4.9% | 4.0% | -2.6%
- Cc1ccc(NC(=O)Cc2nnc(SCC(=O)Nc3ccc(N4CCOCC4)cc3)n2C)cc1
    6.9% | 96.8 | -5.1% | i | 1.9% | 9.0% | 11.0% | 1.3% | u

# The list goes on.
Molecule | HT1080-NT tox | IL-1B inflam inh | HT1080 IDH1KD tx | ATXN viability | KB-V1 cytotox | ATXN2 expr inh | KB-3-1 tox | MCF10A rereplic | SW480 rerep
COc1ccc(Br)cc1CN(C)C(=O)C1=CC=CN2CCS(=O)(=O)N=C12 | -0.2% | 48.1 | -10.9% | i | 22.8% | 1.9% | -16.1% | -0.6% | -7.2%
CCn1cc(Cl)c(C(=O)Nc2ccc3c(c2)OCCO3)n1 | -6.3% | -15.0 | -0.3% | i | -23.0% | 25.0% | 0.5% | 2.8% | 2.6%
CCc1ccc(NC(=S)N(CCCN2CCOCC2)Cc2ccco2)cc1 | 4.8% | -23.0 | 5.3% | i | -7.0% | 4.2% | -1.2% | u | u
CC(=O)N1CCC(C(=O)Nc2nc(-c3ccccc3)ns2)CC1 | u | 32.4 | -26.2% | i | u | -2.3% | u | -1.2% | -2.2%
NC(c1csc(Nc2ncccn2)n1)c1ccccc1Cl (stereo not given) | u | -1.3 | u | i | 0.1% | u | 0.0% | x | x
CCOc1ccc(NC(=O)C2CCCN(C(=O)NCc3ccccc3)C2)cc1 (stereo not given) | 9.3% | -13.0 | 8.7% | i | u | 5.8% | -1.3% | 0.1% | -7.2%
O=C(Nc1ccc(-c2cn3ccsc3n2)cc1)C1COc2ccccc2O1 (stereo not given) | -24.1% | -2.9 | u | u | u | u | u | u | 1.2%
Cc1ccc(C)c(NC(=O)CCN2C(=O)C3CC=CCC3C2=O)c1 (stereo not given) | -13.2% | 11.8 | 0.3% | i | -10.4% | -11.2% | -10.6% | -3.1% | 3.1%
COc1ccccc1NS(=O)(=O)c1ccc(-c2cc(C)no2)s1 | u | 56.4 | u | i | u | x | 7.31µM* | 16.9% | -5.9%
O=S(=O)(c1ccc(F)cc1)N1CCC(n2c(C(F)(F)F)nc3cccnc32)CC1 | x | x | x | i | -0.6% | -4.6% | -4.2% | x | x
O=C(Cc1ccccc1)NC1CCN(C(=O)c2ccc([N+](=O)[O-])cc2)CC1 | 9.4% | 1.9 | 15.8% | i | -4.8% | 16.0% | 6.7% | 0.5% | 2.8%
Cc1cc(Cn2nc(C(=O)NCc3cccc(C(F)(F)F)c3)cc2-c2ccccc2)on1 | -1.2% | -24.3 | -1.1% | i | 0.0% | -23.7% | 0.0% | 1.3% | -80.4%[inhibitor]
CN1C(=O)c2ccc(N(C)C)cc2C1=O | 20.8% | -5.0 | 11.4% | i | 21.9% | 17.9% | -3.0% | 0.6% | 3.1%
Cc1csc(=O)n1CC(=O)OCc1nnc(-c2ccc([N+](=O)[O-])cc2)o1 | 5.9% | 0.0 | 0.1% | i | u | 11.6% | 17.8% | -2.1% | -2.7%
C=CCSc1nnc(-c2c[nH]c3ccccc23)n1CC | 2.4% | -6.2 | 0.6% | u | -19.9% | 4.5% | 23.5% | 0.9% | 2.0%

# Compound profiles (already shown). Order of values: HT1080-NT tox, IL-1B inflam inh, HT1080 IDH1KD tx, ATXN viability, KB-V1 cytotox, ATXN2 expr inh, KB-3-1 tox, MCF10A rereplic, SW480 rerep
# COc1ccc(OC)c(Nc2ncnc3c2cnn3-c2cccc(Cl)c2)c1 is listed with x, x, x, u, u, -16.3%, u, x, x
# CC1=C(C)/C(=N\OS(=O)(=O)c2ccc(C)cc2)C=CC1=O is listed with 13µM*, -102.8*, 6.51µM*, 8.91µM*, u, u, u, u, 5.17µM*
